Screens as filed in PubChem.
esBAF inh: blocks esBAF chromatin remodeling in mouse ES cells; Bmi1-luciferase knock-in reporter, 24 h; 100% = twice the neutral-well signal; reporter increase, % at 12.5 µM; 350,000 tested, 2% active; AID 602393; in the data active = activation above about 40%; inconclusive = no clear call, values can overlap the other calls;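 note: 0% = median of the plate's neutral control wells and 100% = double that signal; a rise in the Bmi1 reporter signal indicates esBAF inhibition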
CASP6 VEID inh: inhibitors of human caspase-6 | purified caspase-6, Z-VEID-R110 cleavage fluorescence | inhibition, % at 12.5 µM | 350,000 tested, 0.53% active;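 active = mean inhibition across replicates at least about 35%, with every replicate also reaching that limit, limit read from the data; inconclusive = only one of the two criteria met; inactive = neither criterion met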;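 note: 0% = median of neutral control wells and 100% = no fluorescence left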
Target sequence (P55212 24-179 limits assumed): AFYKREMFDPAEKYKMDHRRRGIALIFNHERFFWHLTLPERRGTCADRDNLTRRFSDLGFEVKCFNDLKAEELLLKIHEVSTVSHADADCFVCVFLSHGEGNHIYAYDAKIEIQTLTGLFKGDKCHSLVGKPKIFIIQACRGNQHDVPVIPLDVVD
Target sequence (P55212 194-293 limits assumed): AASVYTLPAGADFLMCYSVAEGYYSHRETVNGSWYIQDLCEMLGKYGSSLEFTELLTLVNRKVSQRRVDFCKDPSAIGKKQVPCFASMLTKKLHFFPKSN
LGR2 antag: blocks bursicon-induced cAMP signaling via Drosophila LGR2. HEK293 LGR2, CRE-luciferase, bursicon-stimulated, 4 h. 380,000 tested, 0.35% active. inhibition, % at 9.99 µM;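 active = drop in luminescence signal, shown as inhibition above about 50% in the replicate tests, limit read from the data, passing the limit was not always enough; inconclusive = probably only some replicates passing the limit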;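 note: agonist challenge used bursicon conditioned medium at about half maximal strength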
S100A4 MyoIIA: blocks human S100A4 binding to myosin IIA peptide; P26447; S100A4/TAMRA-MyoIIA peptide fluorescence polarization; inhibition, % at 10.7 µM; 360,000 tested, 0.14% active;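 active = mean inhibition of at least 70% across replicates, with every replicate also reaching that level; inconclusive = mean inhibition reaches 70% but some replicates fall short; inactive = mean inhibition below 70%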
Target sequence (P26447 whole entry, looked up): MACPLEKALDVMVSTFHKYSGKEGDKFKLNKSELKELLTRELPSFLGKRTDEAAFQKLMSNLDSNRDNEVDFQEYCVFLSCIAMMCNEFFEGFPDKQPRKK
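Material: S100A4 monomer (human). Medium: Calcium-containing HEPES buffer, pH 7.2. Probe or stimulus: labelled myosin peptide probe, 5 nM. Compound dosing: one concentration per compound. Timing: polarization read 5 min after assay mix addition, stable 5–60 min. Benchmarks: DMSO as neutral control, TFP as positive control.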
SIRT5 block: sirtuin-5 (human) deacylase inhibition. Q9NXA8. Purified SirT5, succinyl-peptide AMC, trypsin-coupled fluorescence. inhibition, % at 15 µM. 330,000 tested, 1.1% active. AID 652115; in the data active = inhibition above about 15%; inconclusive = no clear call, values can overlap the other calls
Target sequence (Q9NXA8 whole entry, looked up): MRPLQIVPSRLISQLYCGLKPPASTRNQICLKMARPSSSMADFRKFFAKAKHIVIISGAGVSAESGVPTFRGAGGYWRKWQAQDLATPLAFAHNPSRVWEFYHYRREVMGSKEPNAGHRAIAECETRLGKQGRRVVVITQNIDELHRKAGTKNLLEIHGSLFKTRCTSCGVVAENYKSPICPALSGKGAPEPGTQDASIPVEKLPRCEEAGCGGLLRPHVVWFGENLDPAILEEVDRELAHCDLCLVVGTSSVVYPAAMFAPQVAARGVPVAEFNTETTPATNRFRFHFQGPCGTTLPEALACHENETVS
FN deposit inh: fibronectin deposition inhibition. AH1F fibroblasts, Alexa488-fibronectin deposition fluorescence, overnight. inhibition, % at 12.6 µM. 350,000 tested, 0.086% active. AID 743247;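 active = mean inhibition across replicates of 30% or more, regardless of how many single replicates reach that level; inconclusive = mean under 30% yet at least half of replicates reach 30%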;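 note: positive control wells lacked labelled fibronectin entirely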
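Material – AH1F fibroblast monolayer, labelled fibronectin deposition · Reagent – labelled fibronectin 24 nM · Timing – 1 h adhesion, overnight exposure · Measured by – fluorescence at 485 nm excitation, 525 nm emission · Read-out – inhibition of fibronectin deposition signal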
C2C12 statin: suppression of simvastatin myotoxicity; C2C12 myotubes + simvastatin, ATP luminescence, 48 h; scaled: DMSO 0, geranylgeraniol control 100; rescue of ATP level, % at 7.49 µM; 330,000 tested, 0.78% active;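 active = mean ATP rescue above about 67%, or every replicate alone reaching that limit, limit read from the data, passing the limit was not always enough; inconclusive = no clear call, values can overlap the other calls; inactive = mean under the limit and some replicate under it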;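 note: myotubes were challenged with 10 µM simvastatin during compound exposure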
Active calls of the source: *; ? = inconclusive; · = no result given. This is a subset; rates above refer to the full screens.

Structure	CASP6 VEID inh	C2C12 statin	SIRT5 block	S100A4 MyoIIA	esBAF inh	LGR2 antag	FN deposit inh
COc1ccc(S(=O)(=O)N(C)C[C@H]2Oc3ccc(NC(=O)Cc4ccccc4)cc3C(=O)N([C@H](C)CO)C[C@H]2C)cc1	1	-4	-2	-1	-2	-7	-4
Cc1[nH][nH]c(=O)c1C=NCc1cccs1	-1	4	1	-13	1	12	-27
O=C(NCc1ccccc1)[C@H]1[C@H](CO)[C@H]2Cn3c(cccc3=O)[C@@H]1N2CC1CCCC1	-1	5	1	-8	2	-7	·
Cc1cccc(NC(=O)Nc2cccc(C#N)c2)n1	-3	0	·	13	50*	-10	-6
Cc1ccc(NC(=O)c2oc3ccccc3c2C)c([N+](=O)[O-])c1	0	·	-5	0	·	-38	·
COc1ccccc1OCc1nnc(SCC(=O)NCc2ccco2)n1Cc1ccco1	·	7	·	·	-9	·	4
Cc1cccc(-n2c(-c3ccco3)n[nH]c2=S)c1	·	-3	·	·	22	6	6
Nc1nc(Nc2ccccc2Cl)cc(=O)[nH]1	1	2	-3	-4	9	11	4
CCOCCCNC(=O)c1cn(CC(C)C)c(=O)c2c1c1ccccc1n2C	1	·	-4	2	·	-2	0
Clc1ccc2nc(SCc3nnc(-c4ccccc4)o3)[nH]c2c1	·	-8	·	·	5	·	7
CC(O)(c1cccnc1)c1nc(-c2cccc(C(F)(F)F)c2)cs1 (stereo not drawn)	0	-5	-1	0	8	6	8
C[C@H]1CN([C@@H](C)CO)C(=O)c2cc(-c3cccnc3)cnc2O[C@@H]1CN(C)C(=O)C1CCC1	0	4	7	1	6	-7	·
COc1ccccc1N1CCN(C(c2cccs2)C(C)NC(=O)c2cccnc2)CC1 (stereo not drawn)	2	9	0	-5	2	1	0
CCCN1C[C@H](C)[C@@H](OC)CN(C)C(=O)c2cc(NC(=O)c3ccccc3F)ccc2OC[C@H]1C	1	5	-5	25	3	1	1
O=C(NCC(=O)N1CCN(C(c2ccccc2)c2ccccc2)CC1)c1ccccc1F	0	17	-1	-2	0	3	-5
CC(=O)Nc1ccc(S(=O)(=O)N2CCC(C(=O)NCc3cccnc3)CC2)cc1	1	-38	-5	-7	-11	-7	-7
CCO[C@@H]1OC(C(=O)NC2CC2)=C[C@H](c2coc3ccccc3c2=O)[C@H]1CCCO	·	-6	·	·	4	-2	9
C=CCNC(=S)NNC(=O)c1ccc(=O)n(Cc2ccc(Cl)cc2Cl)c1	0	15	-6	0	0	-26	-16
CC(=O)NCCc1nc2ccccc2n1Cc1ccccc1	-1	-4	0	-16	-1	4	-3
CC(C)C(=O)Nc1ccc2c(c1)C(=O)N(C)[C@@H]1CC[C@@H](CC(=O)NCc3ccccc3F)O[C@H]1CO2	·	1	·	·	-1	0	-20
C[C@@H]1CCCCO[C@@H](CN(C)S(=O)(=O)c2ccc(Cl)cc2)[C@@H](C)CN([C@H](C)CO)C(=O)c2cc(NC(=O)Nc3ccccc3)ccc2O1	-1	·	-4	-3	0	2	·
Cc1ccc(N2C(=O)N(CC(=O)Nc3ccc(C)c(C)c3)C(=O)C2C)cc1 (stereo not drawn)	-1	·	0	-1	·	-16	6
C/C(=N/Oc1nc(C)cc(C)n1)c1ccc(Cl)cc1Cl	-1	8	-8	3	3	-18	·
Cc1ccccc1-c1ccc([C@H]2[C@@H](CO)N3CCCCN(S(=O)(=O)c4ccc(F)cc4)C[C@@H]23)cc1	·	6	·	·	5	?	·
CCC(=O)N1[C@H](CNC(C)=O)[C@H](c2ccc(-c3cccc(F)c3)cc2)[C@@H]1CO	0	14	-2	-2	-3	0	-17
CC(C)OC(=O)CN1C(=O)S/C(=C/c2ccc(N3CCCCC3)o2)C1=O	1	51	-3	-16	4	1	·
COc1ccccc1OC(=O)CCc1nc2ccccc2s1	5	7	0	1	0	-18	·
COCCNc1nc2cc(-c3cccc(C(F)(F)F)c3)sc2c(=O)n1C	-3	-2	-2	5	-11	1	-2
CC(C)(C)n1nnnc1C(c1cccs1)N1CCN(C/C=C/c2ccccc2)CC1 (stereo not drawn)	-1	-5	-3	5	4	15	·
COc1ccc(S(=O)(=O)Nc2cccc3c2O[C@@H](CN(C)Cc2ccc(Oc4ccccc4)cc2)[C@H](C)CN([C@H](C)CO)C3=O)cc1	0	-4	1	2	-2	-12	·

An excerpt of these results, as labelled records.
CC(C)C(=O)Nc1ccc2c(c1)C(=O)N(C)[C@@H]1CC[C@@H](CC(=O)NCc3ccccc3F)O[C@H]1CO2
- CASP6 VEID inh: ·
- C2C12 statin: 1
- SIRT5 block: ·
- S100A4 MyoIIA: ·
- esBAF inh: -1
- LGR2 antag: 0
- FN deposit inh: -20

COc1ccccc1N1CCN(C(c2cccs2)C(C)NC(=O)c2cccnc2)CC1 (stereo not drawn)
- CASP6 VEID inh: 2
- C2C12 statin: 9
- SIRT5 block: 0
- S100A4 MyoIIA: -5
- esBAF inh: 2
- LGR2 antag: 1
- FN deposit inh: 0

Returning to the listing, repeating the three entries before the break.
Structure	CASP6 VEID inh	C2C12 statin	SIRT5 block	S100A4 MyoIIA	esBAF inh	LGR2 antag	FN deposit inh
COCCNc1nc2cc(-c3cccc(C(F)(F)F)c3)sc2c(=O)n1C	-3	-2	-2	5	-11	1	-2
CC(C)(C)n1nnnc1C(c1cccs1)N1CCN(C/C=C/c2ccccc2)CC1 (stereo not drawn)	-1	-5	-3	5	4	15	·
COc1ccc(S(=O)(=O)Nc2cccc3c2O[C@@H](CN(C)Cc2ccc(Oc4ccccc4)cc2)[C@H](C)CN([C@H](C)CO)C3=O)cc1	0	-4	1	2	-2	-12	·
COc1ccc2c3c([nH]c2c1)[C@H](CO)NCC31CN(C(=O)Nc2ccc3c(c2)OCO3)C1	1	·	-3	-8	·	-11	-2
O=C(NCCN1CCOCC1)c1cccc2c1C(=O)c1ccc(N3CCCC3)cc1S2(=O)=O	1	7	·	-4	-1	-5	0
COC(=O)C(C)(C(=O)OC)c1ccc([N+](=O)[O-])cn1	·	2	·	·	-4	·	7
CC(C)CC#Cc1ccc2c(c1)O[C@@H](CN(C)Cc1cccc(F)c1)[C@H](C)CN([C@@H](C)CO)S2(=O)=O	2	·	-3	4	1	18	26
CCc1nnc(NC(=O)CCN2C(=O)c3ccccc3C2=O)s1	·	-2	·	·	2	·	3
C[C@H](CO)N1C[C@H](C)[C@@H](CN(C)Cc2ccncc2)Oc2ccc(NS(C)(=O)=O)cc2CC1=O	-1	24	5	4	9	14	·
COc1ccc(CN(C)C[C@@H]2OCCCC[C@H](C)Oc3ccc(NC(=O)Nc4ccc(C(F)(F)F)cc4)cc3C(=O)N([C@H](C)CO)C[C@H]2C)cc1	-5	-89	-1	-2	7	·	·
O=C(Cc1cccc(NC(=O)C2CCCN(C(=O)C3CC3)C2)c1)Nc1ccc(C(=O)N2CCOCC2)cc1 (stereo not drawn)	0	-19	1	0	6	18	4
Cc1ccc(S(=O)(=O)N2CCCCC2)cc1NC(=O)COC(=O)CN1C(=O)NC2(CC(C)CC(C)(C)C2)C1=O (stereo not drawn)	-2	-4	-1	-3	1	-9	-3
C/C(=C\C(=O)c1ccc(Cl)cc1)Nc1ccc(Br)cc1	·	17	·	·	-9	·	5
CS(=O)(=O)n1nc(-c2ccco2)nc1N	-2	-7	-1	0	-7	6	-2
Cc1nc(CCNC(=O)C2CCC(=O)N(Cc3cccc(F)c3)C2)sc1C (stereo not drawn)	-1	28	-3	1	1	-19	1
COc1ccc(Br)cc1/C=C/C(=O)NC(=S)Nc1ccc(CN2CCOCC2)cc1	0	18	-4	5	19	-6	-10
CN1C(=O)C2C(C1=O)C1C=C(CCCO)C2C(c2ccc(CN3CCCC3)cc2)N1Cc1sc2ccccc2c1Cl (stereo not drawn)	-7	·	1	5	·	·	·
Cc1ccc(S(=O)(=O)Nc2cccc(C(=O)N3CCOCC3)c2)cc1	0	2	1	1	3	-13	4
COc1ccc2[nH]c(=O)c(CN(C(=O)c3ccco3)C(C)C)cc2c1	3	8	-4	-4	-3	-5	2
COc1ccc(/C=N/NC(=O)c2ccoc2C)cc1COc1ccc(Cl)cc1	·	-6	·	·	21	·	6
COC(=O)c1ccccc1NC(=S)NC(=O)COc1ccc(C(C)C)cc1	1	·	10	3	·	-16	-9
CCCn1c(=O)cc(N)n(-c2ccc(OC(F)(F)F)cc2)c1=O	-1	3	-4	-6	-1	9	0
CC(C)CN(C1CCS(=O)(=O)C1)S(=O)(=O)c1ccc(C(C)C)cc1 (stereo not drawn)	-1	6	-2	-21	1	-38	·
COCCNC(=O)c1cc2c(c(-c3cccc(-c4ccc(C#N)cc4)c3)n1)[C@H](CCO)N(C(=O)CC1CC1)C2	9	·	2	3	·	9	0
CN(C)C(=O)C[C@@H]1CC[C@H]2[C@@H](COC[C@@H](O)CN2CC2CCOCC2)O1	-5	2	-3	13	-4	5	-8
CO[C@@H]1CN(C)C(=O)c2ccc(NC(=O)C3CC3)cc2OC[C@@H](C)N(S(=O)(=O)c2ccc(Cl)cc2)C[C@H]1C	6	7	2	2	3	4	5
CSc1ccccc1C(=O)NCCOc1ccccc1C	2	-1	-2	4	-1	-4	·
O=C(NN1CCN(Cc2ccccc2)CC1)c1ccc(Cl)cc1	-1	7	-2	1	-3	3	7
COc1ccc(COC(=O)C2=C(C)NC(=O)NC2c2cc(OC)ccc2OC)cc1 (stereo not drawn)	-3	12	-1	-1	3	5	6
C[C@@H]1CN([C@H](C)CO)C(=O)c2cc(NC(=O)Nc3ccccc3)ccc2O[C@@H]1CN(C)Cc1ccc(-c2ccccc2)cc1	0	-39	3	4	4	10	·
CCN1C(=O)N[C@@H](c2cccc(C(F)(F)F)c2)[C@H](C(C)=O)[C@H]1C	0	-9	-3	5	1	11	2
